Cneo AK release: Cryptococcus neoformans cell lysis inducers, primary screen, AK release luminescence, single concentration. lysis activity, % at 15 µM. hit rate 0.2% among 360,000. C. neoformans lysis, adenylate kinase release luminescence, 4 h; normalised: neutral wells 0, clomiphene wells 100. AID 651654, 2012;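 active = mean lysis activity across replicates of at least 80%, whatever share of replicates individually reach that level; inactive = mean lysis activity below 80%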
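Assay system: Cryptococcus neoformans yeast cells / Dosing: single-point compound dose / Timing: 4 h at 37 °C static, read 1 h later / Measured by: luminescence of released adenylate kinase using an AK detection reagent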
Xi reactivation: activators of inactive X chromosome reactivation, primary screen, imaging, XiGFP fibroblasts, GFP high-content imaging, set 2; XiGFP mouse fibroblasts, % GFP-positive cells imaging, 3 d; cells co-treated with 5-aza-dC sensitizer; scaled so ellipticine positive control = 100%; activation, % at 7.58 µM; hit rate 0.055% among 360,000;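 active = mean normalized replicate activation at least 10% and every replicate at or above 10%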;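 note: 0% = median of on-plate neutral control wells and 100% = ellipticine 6 µM median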
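Assay system – SV40-immortalized XiGFP fibroblast cells, line 68-5-11 · Buffer or medium – DMEM supplemented with 5-aza-dC as sensitizing agent · Dosing – one concentration, pinned · Benchmarks – positive control ellipticine, 6 µM final · Times – 3 days compound exposure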
PGC1a acetyl inh: inhibitors of PGC1a acetylation signal, primary screen, cell-based, U2OS, AlphaScreen, inhibitor mode | AlphaScreen anti-acetyl-lysine; with virally co-expressed GCN5 acetyltransferase | inhibition, % at 15.6 µM | hit rate 0.17% among 350,000;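 active = every replicate shows inhibition of at least 40%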;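 note: 0% = neutral control wells and 100% = positive control wells; some results beyond the cut were filed as inactive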
SIRT5 inh: SIRT5 desuccinylase inhibitors, primary screen, biochemical, fluorescence imaging, single point, set 5; NAD-dependent protein deacylase sirtuin-5, mitochondrial (Homo sapiens), Q9NXA8; Purified SirT5, succinyl-peptide AMC, trypsin-coupled fluorescence; inhibition, % at 15 µM; hit rate 1.1% among 330,000; AID 652115, 2013; in the data active = inhibition above about 15%
C2C12 statin: suppressors of statin myotoxicity in C2C12 myotubes, primary screen, cell-based, single point, plate reader; C2C12 myotubes + simvastatin, ATP luminescence, 48 h; scaled: DMSO 0, geranylgeraniol control 100; rescue of ATP level, % at 7.49 µM; hit rate 0.78% among 330,000;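 active = mean ATP rescue above about 67%, or every replicate alone reaching that limit, limit read from the data, passing the limit was not always enough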;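 note: myotubes were challenged with 10 µM simvastatin during compound exposure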
ERAP1 HTS inh: human ERAP1 aminopeptidase inhibitors, primary screen, biochemical, single point, plate reader; Endoplasmic reticulum aminopeptidase 1 (Homo sapiens), Q9NZ08; recombinant ERAP1, Leu-AMC fluorescence, 60 min; inhibition, % at 10.7 µM; hit rate 0.15% among 340,000; AID 652197, 2013;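 active = mean replicate inhibition of at least 30%, or all replicates individually reaching that 30% level; inactive = mean below 30% and not every replicate reaching it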;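 note: 0% = neutral control wells and 100% = L-leucinethiol positive control wells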
Target sequence (Q9NZ08 whole entry, looked up): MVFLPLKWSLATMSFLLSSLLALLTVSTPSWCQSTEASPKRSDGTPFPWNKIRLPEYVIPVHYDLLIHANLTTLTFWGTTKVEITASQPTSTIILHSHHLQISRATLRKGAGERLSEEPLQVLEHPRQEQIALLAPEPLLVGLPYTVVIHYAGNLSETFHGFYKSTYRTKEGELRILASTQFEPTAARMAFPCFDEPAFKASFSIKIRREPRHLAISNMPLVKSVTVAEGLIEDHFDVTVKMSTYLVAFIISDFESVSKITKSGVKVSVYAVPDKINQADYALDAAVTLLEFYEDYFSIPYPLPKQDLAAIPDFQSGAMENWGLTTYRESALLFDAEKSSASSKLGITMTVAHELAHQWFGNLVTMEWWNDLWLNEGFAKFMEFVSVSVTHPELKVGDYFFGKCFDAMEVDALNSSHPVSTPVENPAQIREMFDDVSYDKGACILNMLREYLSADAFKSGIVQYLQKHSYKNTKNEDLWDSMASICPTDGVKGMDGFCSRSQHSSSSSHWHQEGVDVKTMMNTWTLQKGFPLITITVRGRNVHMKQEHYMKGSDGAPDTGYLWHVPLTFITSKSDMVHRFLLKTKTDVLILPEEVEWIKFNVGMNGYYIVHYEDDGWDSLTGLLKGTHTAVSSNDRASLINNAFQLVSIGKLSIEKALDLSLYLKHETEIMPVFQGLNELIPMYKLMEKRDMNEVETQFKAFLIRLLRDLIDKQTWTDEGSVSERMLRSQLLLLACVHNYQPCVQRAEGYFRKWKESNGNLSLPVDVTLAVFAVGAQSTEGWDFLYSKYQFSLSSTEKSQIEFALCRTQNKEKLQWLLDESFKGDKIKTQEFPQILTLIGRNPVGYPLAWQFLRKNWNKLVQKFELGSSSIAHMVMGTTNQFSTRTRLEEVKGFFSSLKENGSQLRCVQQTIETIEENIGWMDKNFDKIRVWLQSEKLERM
LGR2 antag: inhibitors of bursicon-induced LGR2 CRE-luciferase signal, primary screen, cell-based, HEK293, CRE-luciferase reporter, bursicon stimulation; Drosophila bursicon receptor LGR2 (rickets); AID 720647, 2013; bursicon-stimulated, 4 h; inhibition, % at 9.99 µM; hit rate 0.35% among 380,000;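 active = drop in luminescence signal, shown as inhibition above about 50% in the replicate tests, limit read from the data, passing the limit was not always enough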;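 note: agonist challenge used bursicon conditioned medium at about half maximal strength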
S100A4 MyoIIA: inhibitors of S100A4-myosin IIA peptide binding, primary screen, biochemical, fluorescence polarization, TAMRA-MyoIIA peptide; inhibition, % at 10.7 µM; hit rate 0.14% among 360,000;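 active = mean inhibition of at least 70% across replicates, with every replicate also reaching that level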
Target sequence (P26447 whole entry, looked up): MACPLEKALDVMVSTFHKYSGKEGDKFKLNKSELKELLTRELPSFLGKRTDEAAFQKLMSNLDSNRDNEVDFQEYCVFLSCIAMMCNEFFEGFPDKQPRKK
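Test system – S100A4 monomer (human) · Compound – single-point compound testing · Schedule – 5 min incubation before reading · Probe or stimulus – TAMRA-labelled myosin IIA heavy-chain peptide probe, 5 nM · Benchmarks – neutral control DMSO, positive control TFP · Medium – Calcium-containing HEPES buffer, pH 7.2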
Numbers without * were called inactive; / = not tested or not shown; & = joins results of further samples. Some of the compounds tested, so the mix of outcomes need not match the whole.

SMILES	Cneo AK release	Xi reactivation	PGC1a acetyl inh	SIRT5 inh	C2C12 statin	ERAP1 HTS inh	LGR2 antag	S100A4 MyoIIA
COc1cccc(-c2ccc3c(c2)O[C@H](CN(C)C(=O)c2ccccc2F)[C@H](C)CN([C@@H](C)CO)S3(=O)=O)c1	-4	-0.1	-8	10	-30	3	13	-12
CCc1ccc(NC(=S)N(Cc2ccccc2)Cc2ccccn2)cc1	20	0.0	-2	-4	-4	-4	16	14
Cc1noc(C)c1NC(=O)Nc1ccc2c(c1)C(=O)N([C@@H](C)CO)C[C@H](C)[C@@H](CN(C)S(=O)(=O)c1ccc(F)cc1)O2	45	0.3	-19	6	-19	6	-4	-2
C[C@@H]1CN([C@@H](C)CO)S(=O)(=O)c2ccc(C#CCN(C)C)cc2O[C@@H]1CN(C)C	5	-0.2	-1	-6	13	-1	10	6
CN1CCN(C(=O)CCNC(=O)Cn2cnc3ccccc3c2=O)CC1	1	0.2	3	10	-6	0	-8	2
Cc1ccc(C)c(Cn2c(=O)n(C)c(=O)c3sccc32)c1	-3	0.0	-1	-2	-1	-1	1	-5
Nc1nc(Nc2ccccc2)nc2c1ncn2[C@@H]1O[C@H](CO)[C@@H](O)[C@H]1O	1	0.2	-4	-4	-4	-2	20	-3
COc1ccc(NC(=O)N(C)C[C@H]2Oc3ccc(NC(=O)Cn4cnnn4)cc3C(=O)N([C@@H](C)CO)C[C@@H]2C)cc1	10	0.0	-11	6	8	-2	7	-1
CCN1C(=O)[C@@H]2[C@@H](c3ccc(-c4ccc(F)cc4)cc3)N3CCC[C@@]3(C(=O)OC)[C@@H]2C1=O	-3	0.0	/	0	1	-5	11	3
Cc1cc(C)c2nc(Nc3nc(-c4ccccc4)cc(=O)[nH]3)nc(C)c2c1	/	1.0	/	-3	/	/	-6	6
Cc1cc(C)c2c(C)c(C(=O)NCc3ccc(S(N)(=O)=O)cc3)oc2c1	-3	0.0	-9	-2	-27	0	/	3
CN(C)CCCNc1c2c(nc3ccccc13)CCC2	0	0.4	-5	-5	-2	3	-22	-2
COCCN(C(=O)c1ccc(C)c(S(=O)(=O)N2CCOCC2)c1)c1c(N)n(CC(C)C)c(=O)[nH]c1=O	0	0.6	4	-3	0	14	5	4
CC(=O)c1ccc(Nc2ncnc3ccc(Br)cc23)cc1	2	0.1	1	/	-19	-1	/	6
C[C@@H](O)C#Cc1cnc2c(c1)C(=O)N([C@@H](C)CO)C[C@H](C)[C@H](CN(C)C(=O)Nc1ccc(F)cc1)O2	3	-0.7	-6	-5	6	1	3	11
COc1ccc2c3c([nH]c2c1)[C@H](CO)N(C(=O)C1CCCC1)CC31CCN(C(=O)NC(C)C)CC1	/	0.4	/	1	/	3	0	-14
CCc1ccc(Nc2n[n+](-c3ccccc3)c(-c3cccc(C)c3)s2)cc1	1	0.0	1	/	-122	0	-59	-1
Cc1ccc(-c2c(C(=O)N/N=C/c3cccc(Cl)c3)nnn2-c2nonc2N)cc1	6	0.2	8	15	0	1	0	-44
COc1cc(C(=O)NCc2ccc(C(=O)NCC(OC)OC)cc2)cc(OC)c1OC	/	0.0	1	1	/	7	4	6
O=C(OCC(=O)N1CCN(S(=O)(=O)c2ccccc2)CC1)C1CCC1	0	-0.1	2	-2	1	3	-5	-11
O=C(C[C@@H]1C[C@@H]2c3cc(NC(=O)c4cccnc4)ccc3O[C@@H]2[C@H](CO)O1)NCc1ccccc1F	0	0.0	-3	-5	3	1	-9	6
Cc1c(NC(=S)N/C(=N/S(=O)(=O)c2ccc(Cl)cc2)c2ccccc2)c(=O)n(-c2ccccc2)n1C	0	0.0	17	-5	/	4	5	0
COc1ccc2[nH]c(C(=O)Nc3cccc(C)n3)cc2c1	-5	0.1	11	-6	-10	0	-9	1
COc1cccc(C#Cc2ccc([C@H]3[C@H](C#N)N(C(=O)C4CCC4)[C@H]3CO)cc2)c1	-6	-0.1	10	10	-7	1	-4	-5
CCN(CC(=O)NCc1ccc(F)cc1)Cc1cc(=O)n2ccsc2n1	0	0.0	3	/	18	4	-11	-5
O=C(COc1ccc2c3c(c(=O)oc2c1)CCC3)NC1CCN(Cc2ccccc2)CC1	-2	0.0	-2	-7	-10	-2	-8	0
COc1ccc2[nH]c3c(c2c1)CCNC3(C)CCc1ccc(Cl)nc1 (centres undefined)	/	0.1	/	-1	/	-1	-10	2
COc1ccc(NC(=O)N(C)C[C@H]2Oc3cc(-c4ccc(C)cc4)ccc3S(=O)(=O)N([C@@H](C)CO)C[C@H]2C)cc1	2	0.3	-7	10	15	-2	5	-3
O=C(CC1Sc2ccccc2NC1=O)NCc1cccc(Cl)c1 (centres undefined)	/	0.5	/	-3	/	7	9	1
C[C@H]1CN([C@@H](C)CO)C(=O)c2cc(NC(=O)C3CC3)ccc2O[C@H]1CN(C)Cc1ccc(C(=O)Nc2ccccc2N)cc1	/	0.1	0	-1	/	2	3	-5
COc1cc(/C=C(\C#N)C(=O)NCCc2ccccc2)cc(OC)c1O	/	0.0	-18	/	/	/	12	1
CCC(=O)N1c2ccccc2NC2=C(C(=O)CCC2)C1c1ccccc1 (centres undefined)	2	/	5	4	-13	0	-7	0
COc1ccc(NC(=O)N(C)C[C@@H]2Oc3cc(C#CCN(C)C)ccc3S(=O)(=O)N([C@H](C)CO)C[C@H]2C)cc1	-1&6	0.0&-1.4	-2&4	-4&0	1&-7	0&3	10	-1&17
O=C(Nc1ccnn1C1CCN(C/C=C/c2ccc(F)cc2)CC1)C1CCCC1	-2	-0.2	3	4	-2	-5	0	3
COc1cccc(-c2ccc(C3[C@@H]4CN(C(=O)Nc5ccc(F)cc5)C[C@H]3N4)cc2)c1 (some centres undefined)	/	0.0	-10	5	/	3	7	-13
Cc1cccc(N2CCN(Cc3nc(C4CC4)no3)CC2)n1	-3	0.4	0	12	/	/	-30	1
CC(C)Cc1nnc(NC(=O)CCC(=O)N2CCN(C3CCCC3)CC2)s1	-1	-0.1	4	-4	3	-4	6	-11
C[C@H](CO)N1C[C@H](C)[C@@H](CN(C)C(=O)Nc2ccccc2)Oc2ccc(NC(=O)Nc3ccc(C(F)(F)F)cc3)cc2C1=O	-1&0	-0.2&-0.5	-6&-3	-1	19&33	5&-1	-12&23	0&-4
CC1(C)CC(=O)C(C=Nc2cc(C(=O)c3ccccc3)ccc2N)=C(O)C1	/	0.0	-6	0	/	-2	3	-19
CCC(C)(C)NC(=O)C(c1ccc(F)cc1)N(Cc1ccc(OC)cc1)C(=O)c1cnccn1 (centres undefined)	/	0.1	4	-4	/	9	-15	-5
CCC(=O)Nc1ccc2c(c1)C(=O)N(C)C[C@@H](OC)[C@H](C)CN(CC1CC1)[C@@H](C)CO2	11	-0.4	1	-7	4	0	18	-33
CC1CCc2cccc3c(O)cc(=O)n1c23 (centres undefined)	/	-0.2	/	0	/	-6	6	-3
CCC(=O)N(C)C[C@H]1Oc2cc(C#CCOC)ccc2S(=O)(=O)N([C@H](C)CO)C[C@H]1C	-1	-0.7	1	-2	-9	1	-7	-3
CCCn1c(N)c(Sc2ccc([N+](=O)[O-])cc2)c(=O)n(CCC)c1=O	/	0.1	/	0	/	0	3	-12
O=C(C[C@@H]1C[C@@H]2c3cc(NC(=O)C4CCC4)ccc3O[C@@H]2[C@@H](CO)O1)NCC(F)(F)F	-6	0.2	-5	3	-1	0	-6	13
C[C@H](CO)N1C[C@H](C)[C@@H](CN(C)C(=O)Nc2ccc(F)cc2)Oc2ccc(NC(=O)Nc3ccc(F)cc3)cc2CC1=O	0	0.2	0	-6	-7	0	-8	12
Cc1ccc(S(=O)(=O)N2[C@@H](c3ccccc3F)C(C(=O)O)=CC[C@H]2c2cccc(Cl)c2)cc1	0	0.1	/	/	9	-1	9	0
COc1ccc(S(=O)(=O)N(CC(=O)NCC2CCCO2)C2CCCCC2)cc1OC (centres undefined)	-1	0.0	-3	-5	-2	-5	9	-3

Rewritten comma-delimited: ten of the compounds above
smiles,Cneo AK release,Xi reactivation,PGC1a acetyl inh,SIRT5 inh,C2C12 statin,ERAP1 HTS inh,LGR2 antag,S100A4 MyoIIA
CCc1ccc(NC(=S)N(Cc2ccccc2)Cc2ccccn2)cc1,20,0.0,-2,-4,-4,-4,16,14
Cc1noc(C)c1NC(=O)Nc1ccc2c(c1)C(=O)N([C@@H](C)CO)C[C@H](C)[C@@H](CN(C)S(=O)(=O)c1ccc(F)cc1)O2,45,0.3,-19,6,-19,6,-4,-2
C[C@@H]1CN([C@@H](C)CO)S(=O)(=O)c2ccc(C#CCN(C)C)cc2O[C@@H]1CN(C)C,5,-0.2,-1,-6,13,-1,10,6
CN1CCN(C(=O)CCNC(=O)Cn2cnc3ccccc3c2=O)CC1,1,0.2,3,10,-6,0,-8,2
Cc1ccc(C)c(Cn2c(=O)n(C)c(=O)c3sccc32)c1,-3,0.0,-1,-2,-1,-1,1,-5
Nc1nc(Nc2ccccc2)nc2c1ncn2[C@@H]1O[C@H](CO)[C@@H](O)[C@H]1O,1,0.2,-4,-4,-4,-2,20,-3
COc1ccc(NC(=O)N(C)C[C@H]2Oc3ccc(NC(=O)Cn4cnnn4)cc3C(=O)N([C@@H](C)CO)C[C@@H]2C)cc1,10,0.0,-11,6,8,-2,7,-1
CCN1C(=O)[C@@H]2[C@@H](c3ccc(-c4ccc(F)cc4)cc3)N3CCC[C@@]3(C(=O)OC)[C@@H]2C1=O,-3,0.0,/,0,1,-5,11,3
Cc1cc(C)c2nc(Nc3nc(-c4ccccc4)cc(=O)[nH]3)nc(C)c2c1,/,1.0,/,-3,/,/,-6,6
Cc1cc(C)c2c(C)c(C(=O)NCc3ccc(S(N)(=O)=O)cc3)oc2c1,-3,0.0,-9,-2,-27,0,/,3

Additional structures.
SMILES	Cneo AK release	Xi reactivation	PGC1a acetyl inh	SIRT5 inh	C2C12 statin	ERAP1 HTS inh	LGR2 antag	S100A4 MyoIIA
Cc1ccc(S(=O)(=O)N(C)C[C@H]2Oc3ccc(NC(=O)Nc4ccc5c(c4)OCO5)cc3C(=O)N([C@H](C)CO)C[C@H]2C)cc1	1	0.0	12	7	-55	-3	-9	-38
CCS(=O)(=O)NCC[C@@H]1CC[C@@H](NC(=O)C2CCC2)[C@@H](CO)O1	-2	-0.4	-1	0	2	2	-9	3
CN(C)C(=O)CSc1nc(-c2ccccc2)nc2c1CCCC2	0	/	-25	/	77*	/	6	/
Cn1ccnc1SCc1ccc(Cl)cc1Cl	2	0.1	/	3	0	-1	3	-4

Compound activity as filed in PubChem.
